HTR5A inv ag = inverse agonist of human HTR5A in OPRM1-OPRD1 counter-screen; 340,000 compounds, 0.083% hits; HTR5A cell line, luminescence, inverse agonism; AID 504634; inhibition, % at 9.3 µM; in the data active = inhibition mostly above about 23%, no sharp cut-off; inactive = mostly below about 18%;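 also: 0% = cells with DMSO and 100% = no-cell wells with DMSO; some compounds called inactive have numbers as strong as hits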
OPRM1-OPRD1 inv = inverse agonists of human mu-delta opioid receptor heterodimerization; P35372+P41143; cell-based MOR-DOR heterodimer luminescence, inverse agonism; inhibition, % at 9.3 µM; 340,000 compounds, 0.21% hits; AID 504357; in the data active = inhibition above about 22%, passing the limit was not always enough;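 also: 0% = cells with DMSO and 100% = wells without cells with DMSO; values of inactives mirror those of a sister screen read the other way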
V-ATPase pHluor = alters yeast V-ATPase proton transport. AID 504577. 350,000 compounds, 0.37% hits. S. cerevisiae, pHLuorin cytosolic pH fluorescence. response, % at 10 µM; in the data active = response mostly above about 7.3%, no sharp cut-off; inactive = mostly below about 5.4%; also: actives read high; inactives centre near 0; some compounds called inactive have numbers as strong as hits; reference of the scale not given here
DSG3 Ab inh = blocks pemphigus antibody binding to human desmoglein-3; DSG3-coupled beads, scFv-anti-DSG3-GFP binding, flow cytometry; stronger effect = lower value; P32926; AID 588358; binding (percent of control), % at 10 µM; 310,000 compounds, 0.48% hits;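 active = binding more than 3 SD below its plate's average and above zero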; also: some compounds called inactive have numbers as strong as hits
Arr AP2 block = human beta-arrestin and AP2 interaction inhibition | FITC-arrestin peptide / GST-AP2 beads, flow cytometry; AP2 beta2 appendage carries R879A mutation | inhibition, % at 10 µM | 340,000 compounds, 0.31% hits;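 active = inhibition above a set limit, near 3 SD of compounds lacking own fluorescence, cut at about 54% in these data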;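 also: plate controls were DMSO wells for no effect and 5 µM unlabelled arrestin peptide for full effect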
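system = GST-tagged AP2 beta2-adaptin appendage (R879A) on 4 µm glutathione beads | reagent = FITC-labelled arrestin peptide probe, 50 nM final | schedule = compound with beads 12 min RT, then probe 1 h RT | signal = HyperCyt-sampled flow cytometry, FL1 channel, ex 488/em 535 nm | read-out = percent response from loss of bead-bound FITC fluorescence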
HTR5A ag = activates human HTR5A in OPRM1-OPRD1 agonist counter-screen; P47898; HTR5A agonist assay, luminescence, cell-based; activation, % at 9.3 µM; 340,000 compounds, 0.61% hits; AID 504692; in the data active = activation mostly above about 9.5%, no sharp cut-off; inactive = mostly below about 7.6%;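 also: 0% = cells with vehicle only and 100% = reference agonist; strong numbers were not always called active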
PKA-R2B act = activators of human PKA-R2B complex. PKA-R2B holoenzyme dissociation, Cy5-IP20 fluorescence polarization; R2B truncated from residue 108, S112A mutant; 0% DMSO only, 100% 113 µM cGMP. activation, % at 11.4 µM. 340,000 compounds, 0.079% hits;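 active = activation above a cutoff set at the mean over all compounds plus 3 SD, cut at about 18% in these data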;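 also: higher means more holoenzyme dissociation and a rise in polarization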
Target sequence (P31323 whole entry, looked up, other chains not shown, the tested form may be a part): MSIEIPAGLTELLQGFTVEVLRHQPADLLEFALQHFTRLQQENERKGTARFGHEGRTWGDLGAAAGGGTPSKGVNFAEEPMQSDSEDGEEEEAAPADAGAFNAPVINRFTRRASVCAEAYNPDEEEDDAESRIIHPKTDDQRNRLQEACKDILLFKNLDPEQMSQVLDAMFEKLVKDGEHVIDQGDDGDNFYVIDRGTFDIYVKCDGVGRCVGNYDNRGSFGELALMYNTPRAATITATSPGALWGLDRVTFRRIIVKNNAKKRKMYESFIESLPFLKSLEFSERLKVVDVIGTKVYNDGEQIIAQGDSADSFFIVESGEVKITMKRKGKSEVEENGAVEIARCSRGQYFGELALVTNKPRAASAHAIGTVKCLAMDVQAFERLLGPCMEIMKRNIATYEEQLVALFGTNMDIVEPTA
PKA-R1A activ = PKA-R1A complex activation | P00514+P68181 | PKA-R1A dissociation, Cy5-IP20 fluorescence polarization; scaled: DMSO 0%, 113 µM cGMP 100% | activation, % at 11.4 µM | 340,000 compounds, 0.083% hits;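 active = percent activation above the mean of all tested compounds plus 3 SD, cut at about 19% in these data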;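 also: higher means more PKAc released from R1A so a rise in polarization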
DAGLB inh = blocks human DAGLB lipase activity. Q8NCG7. HEK293T DAGLB membrane lysate, EnzChek fluorogenic substrate. inhibition, % at 5.17 µM. 340,000 compounds, 0.059% hits. AID 504411; in the data active = inhibition above about 34%;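 also: 0% = enzyme with vehicle and 100% = wells lacking enzyme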
Target sequence (Q8NCG7 whole entry, looked up): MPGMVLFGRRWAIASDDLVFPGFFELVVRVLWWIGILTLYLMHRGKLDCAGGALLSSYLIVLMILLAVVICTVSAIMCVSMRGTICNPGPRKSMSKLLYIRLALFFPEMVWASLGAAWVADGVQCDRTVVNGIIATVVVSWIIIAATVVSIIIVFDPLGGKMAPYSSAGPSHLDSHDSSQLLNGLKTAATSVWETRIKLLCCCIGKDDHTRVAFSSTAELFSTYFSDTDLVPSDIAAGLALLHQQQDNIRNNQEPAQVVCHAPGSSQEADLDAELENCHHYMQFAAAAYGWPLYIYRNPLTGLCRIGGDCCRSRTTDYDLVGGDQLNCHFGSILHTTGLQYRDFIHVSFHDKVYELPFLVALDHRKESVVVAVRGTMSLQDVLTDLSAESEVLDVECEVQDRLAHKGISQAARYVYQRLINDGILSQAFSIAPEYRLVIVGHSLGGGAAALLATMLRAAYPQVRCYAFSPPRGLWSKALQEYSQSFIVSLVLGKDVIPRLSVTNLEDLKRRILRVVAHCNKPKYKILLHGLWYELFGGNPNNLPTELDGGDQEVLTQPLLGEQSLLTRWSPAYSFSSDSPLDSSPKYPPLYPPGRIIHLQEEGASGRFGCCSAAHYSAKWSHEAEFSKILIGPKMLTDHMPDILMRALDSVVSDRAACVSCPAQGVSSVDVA
OPRM1-OPRD1 ag = agonists of human mu-delta opioid receptor heterodimerization; P35372+P41143; cells, OPRM1-OPRD1 heterodimerization, luminescence; activation, % at 9.3 µM; 340,000 compounds, 0.3% hits; in the data active = activation above about 18%;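 also: 0% = vehicle-treated cells and 100% = reference agonist; values of inactives mirror those of a sister screen read the other way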
Numbers without * were called inactive; / = not tested or not shown.

Every second line gives: HTR5A inv ag	OPRM1-OPRD1 inv	V-ATPase pHluor	DSG3 Ab inh	Arr AP2 block	HTR5A ag	PKA-R2B act	PKA-R1A activ	DAGLB inh	OPRM1-OPRD1 ag
> CN(C)S(=O)(=O)c1ccc(C(=O)OCC(=O)NC(=O)NC2CCCC2)cc1
    -41	5	1	/	-5	15	1	4	-3	-1.3
> CCC(CO)NCc1ccc(-c2ccccc2)cc1 (configuration not stated)
    -10	-3	0	99	-12	2	-11	9	-1	0.4
> O=C(Nc1ccc(Cl)cc1)Nc1ccc(Oc2cccnc2)nc1
    -13	-7	0	/	22	-1	-2	-1	1	1.4
> COc1ccc(NC(=O)c2oc3ccccc3c2CSC)cc1S(=O)(=O)N1CCOCC1
    -24	19	3	120	36	6	-3	-14	-2	-3.6
> COc1ccc(OC)c(S(=O)(=O)N2CCN(C(=O)c3ccco3)CC2)c1
    3	14	-1	93	51	-1	-5	4	-1	-3.0
> CC(Oc1ccc2ccc(=O)oc2c1)C(=O)NCCCn1ccnc1 (configuration not stated)
    -16	8	-1	98	2	-1	-11	2	-1	-1.7
> COc1ccc(S(=O)(=O)NNC(=O)C2CC(c3cccnc3)=NO2)cc1 (configuration not stated)
    8	13	-1	100	-9	-3	-7	-2	0	-2.2
> O=C(COC(=O)/C=C/c1ccc([N+](=O)[O-])cc1)NCc1ccc2c(c1)OCO2
    10	13	3	98	-2	3	-12	-10	1	-2.4
> COc1cc(/C=N/Nc2nc(C)cc(=O)[nH]2)ccc1O
    -3	-4	0	92	-6	1	4	7	-2	0.9
> Cc1ccc(C(=O)Nc2ccc(Cl)cn2)cc1
    13	5	2	105	-4	-4	6	4	-6	-0.9
> CCN(CC(=O)Nc1ccc2c(c1)OCCO2)C(=O)CC(NC(C)=O)c1ccccc1 (configuration not stated)
    -11	-7	-2	93	12	1	-6	-11	0	1.1
> O=Cc1ccccc1Oc1ccccc1
    7	7	3	108	1	-3	5	-15	-4	-1.3
> Cc1cc(NC(=O)Nc2cc(F)ccc2C)n(C)n1
    2	16	-1	102	2	0	-2	-2	-3	-3.6
> Cc1cccc(Cn2cc(/C=C/[N+](=O)[O-])c3ccccc32)c1
    0	-17	0	96	-1	4	-8	-4	-1	3.3
> CC(=O)c1ccc(NC(=O)Cc2cccs2)cc1
    4	19	1	114	26	-1	7	-8	-2	-3.9
> COc1ccc(Cc2nn3c(-c4ccccc4Br)nnc3s2)cc1
    -13	-2	1	106	2	1	-4	-10	-1	0.4
> CC(C)CC(=O)Nc1cccc(NC(=O)c2ccccc2Cl)c1
    -6	13	2	100	/	2	-16	0	-1	-2.4
> C[C@H](NC(=O)c1ncn2c1C(=O)N[C@@H](C)C2)c1ccccc1
    /	/	0	/	/	/	-12	0	-2	/
> Cc1ccc(CCNC(=O)c2cc(S(=O)(=O)N3CCCCC3)c[nH]2)cc1
    -28	8	-2	100	4	11	-13	-3	1	-1.4
> CCC(C)(C)n1nnnc1CN1CCN(c2nc3ccc(C)cc3cc2C#N)CC1
    2	4	-2	/	7	-1	6	0	-5	-0.7
> O=c1[nH][nH]cc1C=Nc1ccccc1O
    -42	-16	-2	100	3	0	-4	-8	-5	3.0
> Cc1ccc(S(=O)(=O)c2c(N)n(CCN3CCOCC3)c3nc4ccccc4nc23)cc1C
    -5	13	3	98	8	0	-8	-5	1	-2.5
> O=c1cnnc(Nc2ccccc2F)[nH]1
    -10	14	0	101	-5	0	-4	11	0	-3.0
> CCN1CCCC1CNS(=O)(=O)c1ccc(C(=O)Nc2ccccc2)cc1 (configuration not stated)
    -19	16	2	114	1	2	-4	-3	0	-3.4
> Cc1[nH]c2ccccc2c1-c1csc(NC(=O)CN2CCOCC2)n1
    24	11	2	107	57*	2	-1	-5	3	-2.2
> CCc1cccc(NC(=O)COC(=O)C2CCN(c3ccc(C(F)(F)F)cn3)CC2)c1
    11	-4	-4	99	-10	3	-4	-16	-5	0.8
> c1ccc(CN2CCC(=NNc3nc4ccccc4[nH]3)CC2)cc1
    0	-4	1	105	22	0	-5	-8	2	0.7
> COc1ccc(CNC(N)=O)cc1OC
    16	0	-1	/	42	-7	-6	-2	-1	-0.1
> CCOC(=O)C1=C(COC(=O)CCCOc2ccccc2)NC(=O)NC1C (configuration not stated)
    10	9	-2	98	0	1	-5	1	1	-1.4
> Cc1ccc(S(=O)(=O)C2(C(=O)NCCc3ccccc3)CC2)cc1
    -8	16	1	111	7	2	0	2	-4	-3.6
> Cc1noc(C)c1CN1C(=O)NC2(CCCCCCC2)C1=O
    9	10	-1	/	-1	-3	1	-7	-3	-1.7
> CS(=O)(=O)c1ccc2nnn(OCC(=O)Nc3cccc(C#N)c3)c2c1
    7	19	1	100	5	6	-4	-3	-1	-3.6
> C/C(=N/NS(=O)(=O)c1cccc([N+](=O)[O-])c1)c1c[nH]c2ccccc12
    -32	-3	-3	/	16	9	-4	11	-1	0.5
> Cc1cc(NC(=O)c2cncc(Br)c2)ccc1NC(=O)c1cc2ccccc2o1
    3	-28	2	100	-12	-1	-5	-6	-2	5.5
> Fc1cccc(CCN2CCNC[C@@H]2c2ccccc2)c1
    4	5	-3	110	6	8	-10	-3	0	-1.0
> COc1cc(CNc2ccc(O)cc2)cc(Br)c1OCc1ccccc1
    -26	-84	-2	94	9	-2	-12	-11	2	16
> OC(CNCCc1ccc(Cl)cc1Cl)COc1ccccc1 (configuration not stated)
    -16	-17	1	143	-3	4	-12	-1	-10	3.7
> CCOc1ccc(/C=C2\SC(=S)N(Nc3ccccc3)C2=O)cc1OC
    -24	-11	-1	93	34	9	-3	-7	-2	1.6
> O=C(CCC(=O)c1ccc(F)cc1)Nc1ccccc1Cl
    22	8	-3	104	-1	-7	-6	-8	1	-1.1
> Cc1nnc(SCC(=O)Nc2ccc(N3CCOCC3)cc2)n1-c1ccccc1
    -2	11	0	100	17	1	-1	-4	0	-2.3
> Cc1c(C(=O)c2ccc(N(C)C)cc2)c2ccccn2c1CCC#N
    -4	7	0	92	16	3	2	9	2	-1.5
> COc1cc(/C=N/Nc2nc(-c3ccc(S(=O)(=O)N(C)C)cc3)cs2)ccc1O
    -27	-33	4	91	2	7	-9	-1	-2	6.5
> Cc1c(N(C(=O)c2ccccn2)C2(C(=O)NC3CCCC3)CCCCC2)c(=O)n(-c2ccccc2)n1C
    12	8	-3	104	-29	-1	0	9	-2	-1.7
> Cc1cc(-c2cccnc2)c(C#N)c(SCC#N)n1
    -3	18	2	/	3	-1	-3	-1	1	-3.9
> O=C(CN(C(=O)c1csnn1)c1ccccc1Cl)NC1CCCC1
    -2	12	2	/	-6	1	6	-5	0	-1.9
> COC(=O)[C@]1(C)N[C@H](CN(C)C(=O)C2CCCCC2)[C@@H]2C(=O)N(Cc3ccccc3)C(=O)[C@@H]21
    -16	17	-3	102	-2	4	-2	-6	-2	-3.6
> S=c1[nH]nc(-c2cc(-c3ccccc3)n[nH]2)n1/N=C/c1cccc(Cl)c1
    1	-12	2	/	-11	2	-4	-2	6	2.5
> COc1ccc(/C=C2/NC(=O)CNC2=O)cc1
    -3	14	-2	100	4	1	5	-7	0	-2.9
> O=C(CCc1ccccc1)Nc1cccc(-c2nnc(-c3ccco3)o2)c1
    15	0	1	102	2	0	3	4	-1	0.1
> CC1=C(C(=O)NCc2ccccn2)C2(CCC(C)CC2)OC1=O (configuration not stated)
    -22	7	-8	105	-6	-3	-9	-2	3	-1.2
> NC(=O)CSc1nc2cc([N+](=O)[O-])ccc2n1-c1cccc(C(F)(F)F)c1
    6	4	5	118	2	2	-19	-3	1	-0.8
> O=C(Nc1ccc(N2CCCCC2)cc1)c1ccc2ccccc2n1
    -28	-3	5	111	39	6	7	-8	1	0.7
> Cc1sc2ncn3c(C)nnc3c2c1C
    1	5	2	109	1	0	-5	-5	-1	-0.8
> Cc1cc(=O)[nH]c(SCC(=O)Nc2ccccc2C)n1
    6	14	-1	106	6	-2	-2	3	0	-2.7
> COc1ccc(NC(=S)N2CCCC2)cc1
    -19	0	-10	/	4	3	6	7	0	-0.1
> COc1cc2c(cc1OC)C(c1ccc(O)cc1)NCC2 (configuration not stated)
    7	5	0	115	-2	2	-9	0	2	-1.0
> O=C(NCCc1ccc(Cl)cc1)C1CCC(=O)N(C2CCCCCC2)C1 (configuration not stated)
    0	5	2	/	-8	5	-4	-2	2	-0.9
> CCOc1ccc(Oc2nc(NCC(C)C)nc(N(C)C)n2)nn1
    22	17	1	/	5	3	7	-1	-2	-4.1
> CC(NC(=O)C12CC3CC(CC(C3)C1)C2)C(=O)N/N=C/C1=C(N2CCOCC2)C(=C\c2cccc([N+](=O)[O-])c2)/CC1 (configuration not stated)
    3	1	2	90	14	-1	-3	4	-2	-0.1
> COc1cccc(-c2c(NC(=O)c3ccco3)n(-c3ccc(C)cc3)nc(C)c2=O)c1
    -26	6	2	91	10	0	-3	3	-6	-1.2

Other entries follow.
Every second line gives: HTR5A inv ag	OPRM1-OPRD1 inv	V-ATPase pHluor	DSG3 Ab inh	Arr AP2 block	HTR5A ag	PKA-R2B act	PKA-R1A activ	DAGLB inh	OPRM1-OPRD1 ag
> CCn1c(/C=C/c2ccc(O)c(O)c2)nc2ccccc2c1=O
    -33	-4	6	112	30	1	0	-14	6	0.8
> CC(=NCCc1ccccc1)C1=C(O)CCC1=O
    3	-1	0	103	18	-1	-6	0	0	0.2
> Cc1ccc(NC(=O)Nc2nc(-c3ccc(C)s3)cs2)cc1
    17	3	0	101	-1	3	6	5	-2	-0.7
> CCOC(=O)COn1c(=O)c(-c2ccco2)[n+]([O-])c2ccccc21
    0	5	1	/	17	-2	-2	-10	1	-0.9
> Cc1cc(NC(=O)CS(=O)(=O)Cc2ccccc2)no1
    16	5	0	97	6	-7	8	1	0	-1.0
> COc1cc2c(cc1OC)C(COc1ccccc1OC)N(C(C)=O)CC2 (configuration not stated)
    9	15	1	80	5	-3	-5	-5	3	-3.3
> Cc1ccccc1NC(=O)COC(=O)c1ccc(S(=O)(=O)N2CCCC2)cc1
    15	6	4	97	10	-6	-6	6	0	-1.6
> O=c1c2nnn(-c3ccccc3)c2ncn1C/C=C/c1ccccc1
    2	-13	1	70*	8	-1	5	-8	-3	2.2
> Cc1nn(-c2ccccc2)c(C)c1C(=O)OCC(=O)Nc1ccccc1F
    6	8	0	102	1	-2	-4	-6	-5	-2.0
> CC1(NC(=O)C2CCN(C(=O)Nc3ccccc3)CC2)CCS(=O)(=O)C1 (configuration not stated)
    -2	14	-1	108	-6	0	-5	1	3	-2.4
> COC(=O)c1c(NC(=O)c2nc3nc(C)cc(C(F)F)n3n2)sc2c1CCC2
    -6	14	-1	96	22	-4	-10	-9	3	-2.4
> Brc1ccc(C=Nc2ccc(Nc3ccccc3)cc2)s1
    3	-20	-2	92	11	-1	7	1	10	3.9
